HP1b binding inh – HTS for Inhibitors of HP1-beta Chromodomain Interactions with Methylated Histone Tails | Chromobox protein homolog 1 (Homo sapiens), P83916 | AlphaScreen HP1-beta / biotin-H3K9me3 peptide binding | Potency, µM (highest dose often 114 µM), without a hit: at the top dose activity change, negative = inhibition, actives largely listed as inhibitors | hit rate 0.56% among 390,000; note: nearly all actives have a fitted effect of over 70% in size; inactives centre near 23
Target sequence (P83916 whole entry, looked up): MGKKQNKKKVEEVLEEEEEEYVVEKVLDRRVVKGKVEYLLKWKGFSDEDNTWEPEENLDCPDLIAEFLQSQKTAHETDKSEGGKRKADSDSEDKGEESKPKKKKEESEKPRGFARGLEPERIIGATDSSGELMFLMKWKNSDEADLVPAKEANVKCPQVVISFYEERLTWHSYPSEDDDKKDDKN
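AlphaScreen: HP1-beta (50 nM) preformed 30 min with biotin-H3(1-18)K9me3 peptide (50 nM) in PBS pH 7.4, 0.01% Tween-20. Compound added for 30 min at RT, then streptavidin donor/nickel chelate acceptor beads (10 ug/mL) for 30 min.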
BLM inh – qHTS Assay for Inhibitors of Bloom's syndrome helicase (BLM). RecQ-like DNA helicase BLM (Homo sapiens), P54132. recombinant BLM DNA unwinding, fluorescence dequenching. Potency, µM (highest dose often 56.1 µM), for the others: at the top dose activity change, negative = inhibition, actives largely listed as inhibitors. hit rate 0.2% among 350,000;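 note: plate controls were vehicle for no effect and no enzyme for full effect; nearly all actives have a fitted effect of over 35% in size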
GLS inhibitor – qHTS for Inhibitors of Glutaminase (GLS); AID 624170, 2012; Glutaminase kidney isoform, mitochondrial (Homo sapiens), O94925; hit rate 0.21% among 410,000; Potency, µM (top dose mostly 45.5 µM), for inactives: top-dose activity change, negative = inhibition, usual class: inhibitors; GLS enzymatic activity, qHTS titration; note: % is set by controls: 0 for no effect and ±100 for the full control effect
Target sequence (O94925 whole entry, looked up, canonical isoform): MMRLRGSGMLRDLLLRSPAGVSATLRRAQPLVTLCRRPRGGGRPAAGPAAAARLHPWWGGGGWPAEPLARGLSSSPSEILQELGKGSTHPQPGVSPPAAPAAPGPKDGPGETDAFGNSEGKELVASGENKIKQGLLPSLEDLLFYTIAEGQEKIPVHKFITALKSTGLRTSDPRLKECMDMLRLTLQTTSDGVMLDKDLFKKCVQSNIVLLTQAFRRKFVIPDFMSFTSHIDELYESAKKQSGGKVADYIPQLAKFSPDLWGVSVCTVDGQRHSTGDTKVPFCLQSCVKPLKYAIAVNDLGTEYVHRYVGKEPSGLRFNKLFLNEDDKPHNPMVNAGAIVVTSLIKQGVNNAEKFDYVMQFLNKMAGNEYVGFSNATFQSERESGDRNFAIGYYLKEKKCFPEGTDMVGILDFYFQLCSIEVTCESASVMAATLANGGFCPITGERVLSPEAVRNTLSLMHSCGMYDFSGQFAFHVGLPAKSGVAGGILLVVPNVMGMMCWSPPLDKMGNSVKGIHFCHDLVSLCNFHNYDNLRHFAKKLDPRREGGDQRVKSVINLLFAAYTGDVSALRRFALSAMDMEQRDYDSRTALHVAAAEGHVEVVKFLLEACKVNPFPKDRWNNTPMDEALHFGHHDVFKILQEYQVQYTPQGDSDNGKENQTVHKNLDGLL
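hKGA in 45 mM KH2PO4 (pH 8.2), 0.02% Tween-20 with compound, then 1mM L-Glutamine (stock as added) plus glutamate oxidase/HRP/Amplex red coupling mix. Fluorescence read initially and after 30 min at RT; signal change reflects glutamate formation.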
Pin1 inhibitor – qHTS Assay to Find Inhibitors of Pin1. Peptidyl-prolyl cis-trans isomerase NIMA-interacting 1 (Homo sapiens), Q13526. Potency, µM (titrated, usually from 115 µM), inactives show at the top dose activity, negative = inhibition, usual class: inhibitors. hit rate 0.009% among 390,000. AID 504891, 2011. Pin1 FP peptide displacement, HiFluor488, 10 min; active = well fitted inhibition curve with a large enough effect in the polarisation, with a control signal flat, not every such curve was filed as active; inconclusive = small, poorly fitted or top-dose-only effect, or effect the other way, or a change in a side signal; inactive = no such curve, though single readings can be large or run the other way; the % refers to the polarisation; note: % is set by controls: 0 for no effect and ±100 for the full control effect
Target sequence (Q13526 whole entry, looked up): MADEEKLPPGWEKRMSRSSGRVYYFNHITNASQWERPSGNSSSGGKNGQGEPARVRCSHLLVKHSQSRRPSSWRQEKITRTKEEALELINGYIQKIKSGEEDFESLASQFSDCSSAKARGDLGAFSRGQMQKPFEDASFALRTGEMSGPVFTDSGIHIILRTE
PGK inhibitor – qHTS Assay to Find Inhibitors of Phosphoglycerate Kinase; Phosphoglycerate kinase, glycosomal (Trypanosoma brucei brucei), P07378; PGK/GAPDH coupled, Kinase-Glo luminescence, 60 min; Potency, µM (series often up to 57.5 µM), inactives show top-dose activity change, negative = inhibition, most hits filed as inhibitors; hit rate 0.043% among 380,000; AID 602233, 2012; note: % is set by controls: 0 for no effect and ±100 for the full control effect; nearly all actives have a fitted effect of over 60% in size
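Recombinant glycosomal PGK reaction used 1,3-bisphosphoglycerate generated in-well by GAPDH (100nM final) in 100mM TEA pH 7.6, 5mM MgCl2, 0.01% Tween-20. After 60 minutes at room temperature, ATP was read by Kinase-Glo Plus luminescence end-point.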
JMJD2A Tudor inh – qHTS Assay for Inhibitors of JMJD2A-Tudor Domain; Lysine-specific demethylase 4A (Homo sapiens), O75164; AlphaScreen JMJD2A-Tudor / H3K4me3 peptide binding; Potency, µM (top dose mostly 114 µM), for inactives: top-dose activity change, negative = inhibition, actives largely listed as inhibitors; hit rate 4.4% among 390,000; AID 504339, 2011; note: % is set by controls: 0 for no effect and ±100 for the full control effect; nearly all actives have a fitted effect of over 50% in size
Pol iota inh – qHTS for Inhibitors of Polymerase Iota. hit rate 1% among 390,000. Pol iota fluorescent replication assay, 10 min. DNA polymerase iota (Homo sapiens), Q9UNA4. Potency, µM (highest dose often 115 µM), without a hit: at the highest dose activity, negative = inhibition, actives largely listed as inhibitors. AID 588590, 2011
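Fluorescent replication assay read twice, at 0 min and 10 min after adding 50 nM (final) substrate. Enzyme (10 nM) and compounds were first incubated 15 min at room temperature; enzyme-free buffer wells were negative controls.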
G9a inh – qHTS Assay for Inhibitors of Histone Lysine Methyltransferase G9a; Histone-lysine N-methyltransferase EHMT2 (Homo sapiens), Q96KQ7; G9a H3K9 monomethylation, AlphaScreen, 2 h; Potency, µM (highest dose often 102 µM), inactives show at the top dose activity, negative = inhibition, most hits filed as inhibitors; hit rate 8.8% among 350,000; AID 504332, 2011; note: % is set by controls: 0 for no effect and ±100 for the full control effect; nearly all actives have a fitted effect of over 75% in size
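Compounds were preincubated with 20 nM G9a for 15 min, after which biotinylated H3K9 peptide (500 nM) and SAM (20 uM) started a 2 h room-temperature reaction. Monomethylated product was quantified by antibody-based AlphaScreen chemiluminescence.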
BAZ2B block – qHTS Assay for Inhibitors of BAZ2B; Bromodomain adjacent to zinc finger domain protein 2B (Homo sapiens), Q9UIF8; AlphaScreen BAZ2B-H3K14Ac peptide displacement; Potency, µM (highest dose often 114 µM), without a hit: at the highest dose activity change, negative = inhibition, most hits filed as inhibitors; hit rate 4.4% among 360,000; AID 504333, 2011; note: % is set by controls: 0 for no effect and ±100 for the full control effect; nearly all actives have a fitted effect of over 60% in size
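Protein-peptide AlphaScreen: BAZ2B 50 nM, b-H3K14Ac 50 nM, 1x PBS pH 7.4 + 0.01% Tween-20. Preincubation 30 min RT; cpd 30 min RT (top 110 uM); beads 20 min RT, light-protected.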
The depositor's hits bear a star; i = inactive; ? = inconclusive; · = no result given; & = joins results of further samples; ! = repeats disagree; [ ] = remark or other dose. Unless noted, calls come from the whole dose curve; as a rule, active = well fitted curve in the direction sought with a large enough effect; inconclusive = small, poorly fitted or top-dose-only effect, or another doubt; inactive = no such curve, though single readings can be large; an effect the other way counts as inactive or inconclusive. Potency is the fitted concentration of half-maximal effect. An excerpt. The share of hits here may be higher or lower than overall.

SMILES	HP1b binding inh	BLM inh	GLS inhibitor	Pin1 inhibitor	PGK inhibitor	JMJD2A Tudor inh	Pol iota inh	G9a inh	BAZ2B block
CN1C(=O)C(=CN2CCN(C(=O)c3ccco3)CC2)C(=O)N(C)C1=S	48%[activator]	2%	14%	12%	7%	-9%	3%	?	5%
CCCCOc1ccc(CN2C(=O)C(=O)c3cc(C)ccc32)cc1OC	?	-15%	1%	-2%	1%	?	?	?	?
CCN(CC)CCO	36%[activator]	·	0%	2%	2%	-7%	-1%	8%[0.501 µM]	-3%
COc1ccc(C(C)=O)cc1CC(C(=O)c1ccccc1)N(C)C (stereo not drawn)	24%	-11%	-11%	3%	i	-12%	5%	1%	0%
O=C(O)CCn1cc(C=C2C(=O)NC(=O)NC2=O)c(-c2ccc(Br)cc2)n1	57%[activator]	4%	-15%	-5%	i	0%	?	10µM*	-30%
O=C1NC(=S)NC(=O)C1=Cc1cccc2cc3ccccc3cc12	8%	-5%	-5%	?	-10%	-21%	35µM*	16µM*	32µM*
CN1CCN(c2nc3ccccc3c(=O)n2-c2ccccc2)CC1	38%	-8%	3%	-1%	-15%	-1%	10%	?	-3%
COC(=O)C1=C(c2ccccc2OCc2ccccc2)C[C@@H]2CC[C@H]1N2C(=O)NCc1ccc(OC)cc1	3%	·	-1%	24%	-9%	-26%	28%	-7%[2.33 µM]	-6%
CCCN(CC#CCO)CCC	15%	2%	3%	-3%	-5%	-13%	18%	3%[59 µM]	-3%
Cn1c(O)c(/C=N/N2CCOCC2)c(=O)[nH]c1=S	49%[activator]	1%	-10%	-1%	-2%	-9%	106%[activator]	·	-1%

Entries of single compounds, looked up by structure. Order of screens: HP1b binding inh | BLM inh | GLS inhibitor | Pin1 inhibitor | PGK inhibitor | JMJD2A Tudor inh | Pol iota inh | G9a inh | BAZ2B block
O=C1NC(=S)NC(=O)C1=Cc1cccc2cc3ccccc3cc12 across the screens: 8% | -5% | -5% | ? | -10% | -21% | 35µM* | 16µM* | 32µM*
CCN(CC)CCO across the screens: 36%[activator] | · | 0% | 2% | 2% | -7% | -1% | 8%[0.501 µM] | -3%
Cn1c(O)c(/C=N/N2CCOCC2)c(=O)[nH]c1=S across the screens: 49%[activator] | 1% | -10% | -1% | -2% | -9% | 106%[activator] | · | -1%
O=C(O)CCn1cc(C=C2C(=O)NC(=O)NC2=O)c(-c2ccc(Br)cc2)n1 across the screens: 57%[activator] | 4% | -15% | -5% | i | 0% | ? | 10µM* | -30%

Later entries
SMILES	HP1b binding inh	BLM inh	GLS inhibitor	Pin1 inhibitor	PGK inhibitor	JMJD2A Tudor inh	Pol iota inh	G9a inh	BAZ2B block
CNC(=O)c1cccn(Cc2cccc(C(F)(F)F)c2)c1=O	31%[activator]	-1%	-2%	-1%	-8%	-11%	38%[activator]	7%	-18%
O=c1[nH]c(=S)n(C2CC2)c(O)c1C=NCCN1CCOCC1	17%	-1%	-6%	-4%	-9%	-13%	148%[activator]	2%	3%
O=C(c1ccccc1)c1ccc(N=Nc2c(O)[nH]c(=O)[nH]c2=O)cc1	40%[activator]	?	10µM*	?	-1%	?	?	?	-30%
O=C(Cn1nc(Cc2cccnc2)c2ccccc2c1=O)N1CCC2(CC1)OCCO2	3%	2%	-9%	-5%	10%	-3%	3%	?	-1%
COc1cc(-c2ccc(N)c(OC)c2)ccc1N	?	·	16%	-3%	2%	?	-8%	0%[0.501 µM]	50µM*
CN1CC2=CC(O)CC3Oc4c(O)ccc(c4[C@]23C)C1 (stereo partly drawn)	25%	·	9%	-7%	-6%	-16%	23%	·	·
CC1CN=C(NCc2ccccc2)S1 (stereo not drawn)	29%	0%	-10%	-4%	6%	-5%	8%	-4%[59 µM]	-8%
O=c1[nH]c(=O)n(-c2ccc(Cl)cc2)c(O)c1C=Nc1ccc(S(=O)(=O)Nc2nccs2)cc1	12%	3%	4%	22%	-4%	-17%	15%	?	-31%
COc1cccc(-n2c(/C=C/c3ccccc3O)nc3ccccc3c2=O)c1	23%	-12%	-4%	?	9%	-3%	-1%	-11%[59 µM]	-1%
Nc1c(C(=O)Nc2ccc(OC(F)(F)F)cc2)sc2nc3c(cc12)N1CCC3CC1	69%[activator]	-14%	-5%	-22%	-5%	-21%	-24%	0%[59 µM]	3%
Cc1[nH]c2ccc(O)cc2c1CCN	-18%	0%	27%	1%	3%	?	3%	3.5µM*	-38%
CN1C2C=C(N(C(=O)c3ccc(Cl)cc3)c3ccccc3)CC1CC2 (stereo not drawn)	4%	-5%	0%	4%	-6%	-19%	-7%	?	-15%
COc1ncccc1C(=O)NCC(CC(=O)O)c1ccccc1 (stereo not drawn)	24%	2%	-11%	4%	4%	-12%	13%	5%	-2%
CCN1CCN(Cc2nnnn2C(C)(C)C)CC1	12%	-5%	0%	-1%	-8%	?	3%	?	-37%
C[C@]12CCC3C(CC[C@H]4C[C@@H](O)[C@H](O)C[C@]34C)C1CC[C@@H]2O (stereo partly drawn)	42%	·	-3%	2%	-9%	-10%	-2%	·	·
CN1Cc2c(c(C#N)c(N)n(C)c2=S)CC1(C)C	50%[activator]	-7%	0%	?	8%	-14%	?	?	-22%
COc1ccc2c3c([nH]c2c1)C(C)=NCC3	36%	?	-5%	10%	-9%	-4%	0%	?	-33%
O=C(Nc1cccnc1)C1CCN(S(=O)(=O)c2cccs2)CC1	18%	0%	-1%	0%	-2%	-17%	-5%	16%	1%
C=CCCC1(C(C)C)C(=O)NC(=S)NC1=O	25%	·	5%	1%	-3%	-10%	7%	·	·
CCC(=NCCN1CCCCC1)c1c(O)n(C)c(=O)n(C)c1=O	57%[activator]	2%	-2%	?	-6%	-4%	11%	-43%[12.7 µM]	13%
CN(Cc1ccccc1)C(=O)CN1CCCC1=O	23%	-3%	4%	-1%	1%	-5%	25%	77%	-5%
O=P(C(Cl)Cl)(N1CCCCC1)N1CCCCC1	·	1%	-1%	-3%	-2%	-1%	20%	4%	5%
O=C(CNC(=O)c1cccc(Cl)c1)Nc1ccc(Br)cc1C(=O)c1ccccc1	3%	-15%	2%	11%	-12%	-30%	-1%	?	-37%
O=c1cccc2n1CC1CNCC2C1 (stereo not drawn)	50%[activator]	-2%&-5%&4%	1%	-4%	-8%	0%	-5%	21%[12.7 µM]	?
CN1CCN(c2ccc([N+](=O)[O-])c(N/N=C3\CN4CCC3CC4)c2)CC1	9%	1%	17%	-8%	6%	-8%	-4%	-8%[59 µM]	-10%
CCOC(=O)COc1ccc(/C=C2\C(=O)NC(=S)N(c3ccc(OC)cc3)C2=O)cc1OC	11%	-4%	-14%	-17%	1%	35µM*	-12%	?	?
COc1cc(C=C2C(=O)NC(=O)NC2=O)cc(OC)c1OC	19%	-7%	0%	-1%	1%	-9%	24%	22%[2.33 µM]	-10%
Cc1cc(Cl)ccc1OCC(=O)N1CCN(C)CC1	38%	1%	-2%	5%	-2%	-15%	4%	?	3%
CCn1ccnc1CN1CCCC(C(=O)c2ccc(OC)cc2OC)C1 (stereo not drawn)	24%	0%	-16%	-11%	-10%	-16%	40%[activator]	7%	-4%
C[C@H]1CC[C@@H]2[C@@H](C)[C@H]3C(CC4C5CC=C6CC(O[C@@H]7O[C@H](CO)C(O[C@@H]8O[C@@H](C)[C@H](O)[C@@H](O)[C@H]8O)[C@H](O)[C@H]7O[C@@H]7O[C@@H](C)[C@H](O)[C@@H](O)[C@H]7O)CC[C@]6(C)C5CC[C@@]43C)N2C1 (stereo partly drawn)	40%[activator]	57%[activator]	·	?	·	-4%	-11%	·	·
CC(=O)NC1CC2CCCC(C1)N2 (stereo not drawn)	-2%	0%	-18%	3%	-5%	-4%	14%	-13%[59 µM]	-17%
Cc1ccc(Cc2c(C)nc3nc(SCC(=O)N4CCC5(CC4)OCCO5)nn3c2C)cc1	41%[activator]	1%	-1%	0%	-1%	-11%	5%	7%[12.7 µM]	6%
Cc1cc(C)cc(N2C(=O)/C(=C\c3ccc(N4CCN(C)CC4)o3)C(=O)NC2=S)c1	?	-8%	-5%	?	-1%	-32%	32µM*	?	35µM*
CCNc1cc(N2CCN(C)CC2)ccc1[N+](=O)[O-]	21%	27%	-10%	-5%	i	-16%	33%[activator]	4%	11%
COc1ccc(CCNc2oc(-c3ccc(OC)c(OC)c3)nc2P(=O)(OC)OC)cc1OC	23%	1%	?	1%	4%	-8%	159%[activator]	11%[59 µM]	0%
CC(=O)OC1C(=O)OCC23CCC4(C)OC4C2OC2CC(OC(=O)C=CC=CC(=O)OCCC1C)C3(C)C21CO1 (stereo not drawn)	28%	·	-8%	-5%	i	-5%	16%	·	·
CN(C)c1ccc2c(c1)N=C(c1ccco1)OP2(=S)N1CCOCC1 (stereo not drawn)	11µM*	1%	-4%	?	·	79µM*	-12%	14µM*	?
CCCN1CCC[C@@H]2Cc3nc(N)ncc3C[C@H]21	24%	·	9%	1%	-1%	-30%	6%[58.9 µM]	11µM*!	·
CN1CCCN(C(=O)COc2cccc(C(F)(F)F)c2)CC1	29%	-3%	-4%	-8%	i	-1%	6%	-7%	-2%
OC[C@H]1OC(O)C[C@@H](O)[C@@H]1O (stereo partly drawn)	31%	·	-3%	-7%	-6%	-5%	?	12%[59 µM]	-2%

Screening results as filed in PubChem.
